EWS-Fli inh = inhibitors of EWS/Fli oncoprotein transcriptional activity | A673 NR0B1-luciferase reporter, viability-normalised | inhibition, % at 12.6 µM | hit rate 0.67% among 350,000 | AID 651661;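 active = mean inhibition of at least 50% after viability correction, with every replicate also passing that limit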;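 note: firefly luciferase signal divided by Alamar Blue viability fluorescence both relative to DMSO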
PGC1a acetyl inh = modulators of PGC1a acetylation | hit rate 0.17% among 350,000 | inhibition, % at 15.6 µM | U2OS PGC1a acetylation, AlphaScreen anti-acetyl-lysine; with virally co-expressed GCN5 acetyltransferase | AID 651687;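 active = every replicate shows inhibition of at least 40%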;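 note: 0% = neutral control wells and 100% = positive control wells; some results beyond the cut were filed as inactive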
ERAP1 inh = inhibitors of human ERAP1 aminopeptidase | inhibition, % at 10.7 µM | recombinant ERAP1, Leu-AMC fluorescence, 60 min | AID 652197 | hit rate 0.15% among 340,000;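 active = mean replicate inhibition of at least 30%, or all replicates individually reaching that 30% level; inactive = mean below 30% and not every replicate reaching it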;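 note: 0% = neutral control wells and 100% = L-leucinethiol positive control wells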
Target sequence (Q9NZ08 whole entry, looked up): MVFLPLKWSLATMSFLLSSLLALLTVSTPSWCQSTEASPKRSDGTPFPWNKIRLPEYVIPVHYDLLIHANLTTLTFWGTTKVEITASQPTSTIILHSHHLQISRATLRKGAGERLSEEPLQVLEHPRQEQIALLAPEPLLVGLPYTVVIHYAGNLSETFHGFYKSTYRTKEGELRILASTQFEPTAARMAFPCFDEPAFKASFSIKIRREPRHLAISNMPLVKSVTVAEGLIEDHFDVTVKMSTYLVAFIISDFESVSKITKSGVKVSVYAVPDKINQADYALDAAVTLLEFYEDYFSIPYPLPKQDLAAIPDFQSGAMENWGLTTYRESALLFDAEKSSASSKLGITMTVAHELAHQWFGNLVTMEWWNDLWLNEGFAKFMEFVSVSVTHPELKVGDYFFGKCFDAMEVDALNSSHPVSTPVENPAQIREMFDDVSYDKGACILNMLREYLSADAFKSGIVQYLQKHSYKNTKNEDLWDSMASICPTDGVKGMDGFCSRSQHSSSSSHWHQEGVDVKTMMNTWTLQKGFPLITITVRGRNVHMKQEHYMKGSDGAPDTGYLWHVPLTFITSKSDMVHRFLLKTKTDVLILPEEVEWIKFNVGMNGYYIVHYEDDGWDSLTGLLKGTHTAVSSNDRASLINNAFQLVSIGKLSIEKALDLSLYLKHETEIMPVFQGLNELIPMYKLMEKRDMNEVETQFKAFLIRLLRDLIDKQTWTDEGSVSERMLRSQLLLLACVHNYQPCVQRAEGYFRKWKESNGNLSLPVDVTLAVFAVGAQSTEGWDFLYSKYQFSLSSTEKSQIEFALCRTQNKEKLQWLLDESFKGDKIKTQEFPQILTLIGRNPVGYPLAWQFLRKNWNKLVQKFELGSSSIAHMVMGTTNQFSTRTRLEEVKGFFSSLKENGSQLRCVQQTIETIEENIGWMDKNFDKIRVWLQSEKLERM
LGR2 antag = Drosophila LGR2 receptor signaling inhibition. hit rate 0.35% among 380,000. inhibition, % at 9.99 µM. HEK293 LGR2, CRE-luciferase, bursicon-stimulated, 4 h. AID 720647;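 active = drop in luminescence signal, shown as inhibition above about 50% in the replicate tests, limit read from the data, passing the limit was not always enough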;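 note: agonist challenge used bursicon conditioned medium at about half maximal strength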
PglD DTNB = inhibitors of Campylobacter jejuni PglD acetyltransferase; hit rate 0.098% among 360,000; purified PglD enzyme, DTNB colorimetric CoA detection; inhibition, % at 12.5 µM; in the data active = inhibition above about 16%, passing the limit was not always enough; note: strong numbers were not always called active
PAX8 reporter = inhibitors of PAX8 transcriptional activity in RMG-I cells | inhibition, % at 12.6 µM | RMG-I TPO-luciferase reporter, SteadyGlo, 24 h | hit rate 1.2% among 360,000 | AID 652154;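 active = mean replicate inhibition at least 60% with every replicate also reaching 60%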;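 note: luciferase light reporting Pax8 driven TPO promoter activity; plate controls were median of neutral control wells for no effect and mitoxantrone controls for full effect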
S100A4 MyoIIA = S100A4-myosin IIA interaction inhibition. P26447. S100A4/TAMRA-MyoIIA peptide fluorescence polarization. inhibition, % at 10.7 µM. hit rate 0.14% among 360,000;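 active = mean inhibition of at least 70% across replicates, with every replicate also reaching that level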
Target sequence (P26447 whole entry, looked up): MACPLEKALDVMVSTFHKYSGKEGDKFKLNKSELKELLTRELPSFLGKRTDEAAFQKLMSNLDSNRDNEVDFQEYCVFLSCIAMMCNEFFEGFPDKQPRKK
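System – human S100A4 monomer protein, biochemical binding assay · Buffer or medium – Calcium-containing HEPES buffer, pH 7.2 · Timing – 5 min between mix addition and reading · Also added – TAMRA-labelled myosin IIA heavy-chain peptide probe, 5 nM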
FN deposition inh = fibronectin deposition inhibition; AH1F fibroblasts, Alexa488-fibronectin deposition fluorescence, overnight; inhibition, % at 12.6 µM; hit rate 0.086% among 350,000; AID 743247;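 active = mean inhibition across replicates of 30% or more, regardless of how many single replicates reach that level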;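 note: positive control wells lacked labelled fibronectin entirely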
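material = AH1F fibroblast monolayer depositing Alexa488-labelled fibronectin into matrix | amount = 10000 AH1F cells/well | buffer or medium = DMEM plus 2% serum, read in PBS | incubation = 1 h cell adhesion before compound, then overnight fibronectin incubation | detection = fluorescence at 485 nm excitation, 525 nm emission | evaluation = percent inhibition as loss of matrix-bound fibronectin fluorescence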
* marks the source's active call; other numbers are inactive results.

Results for CN(c1ccccc1)S(=O)(=O)c1ccc(C(=O)Nc2nnc(C3CC3)s2)cc1 ?
EWS-Fli inh: 8; PGC1a acetyl inh: 1; ERAP1 inh: -2; LGR2 antag: 6; PAX8 reporter: 13; S100A4 MyoIIA: 1; FN deposition inh: 4

How did Cc1ccc(C)n1CCN1CCN(C(=O)c2ccc(Cl)cc2)CC1 do in these assays?
EWS-Fli inh: -11; PGC1a acetyl inh: -3; ERAP1 inh: -8; LGR2 antag: -8; PglD DTNB: 6; PAX8 reporter: 7; S100A4 MyoIIA: 0; FN deposition inh: -4

How did O=C1C=C(c2cccc(OCc3ccccc3)c2)C[C@@H](c2ccc3c(c2)OCO3)C1 do in these assays?
EWS-Fli inh: -1; PGC1a acetyl inh: 3; ERAP1 inh: -3; LGR2 antag: 2; PglD DTNB: -6; PAX8 reporter: 24; S100A4 MyoIIA: -7; FN deposition inh: 12

Results for CCN(CC)c1ccc(NC(=O)c2ccco2)cc1 ?
PGC1a acetyl inh: 1; LGR2 antag: 0; PglD DTNB: -4; FN deposition inh: -7

How did COc1ccc(CNC(=O)COC(=O)CCc2nc3ccccc3c(=O)[nH]2)cc1 do in these assays?
EWS-Fli inh: 6; PGC1a acetyl inh: -4; ERAP1 inh: 3; LGR2 antag: -10; PglD DTNB: 0; PAX8 reporter: 4; S100A4 MyoIIA: 4; FN deposition inh: -6

What do the screens show for `CCC(=O)c1cn(CC(=O)Nc2ccccc2Cl)c2ccccc12`?
EWS-Fli inh: 7; PGC1a acetyl inh: 2; ERAP1 inh: -3; LGR2 antag: -11; PglD DTNB: -6; PAX8 reporter: 19; S100A4 MyoIIA: 3; FN deposition inh: 1

What do the screens show for `COc1cc(-c2cc(NC(C)=O)c3ncc(-c4ccc(C(C)=O)cc4)n3c2)cc(OC)c1OC`?
EWS-Fli inh: 17; ERAP1 inh: 9; LGR2 antag: 14; PglD DTNB: 1; PAX8 reporter: 9; S100A4 MyoIIA: -4; FN deposition inh: 1

How did CC(=O)N1[C@H](CO)[C@H](c2ccccc2)[C@@H]1CN(C(=O)c1cccc(F)c1)C(C)C do in these assays?
EWS-Fli inh: -2; PGC1a acetyl inh: -9; ERAP1 inh: 1; LGR2 antag: 0; PglD DTNB: -4; PAX8 reporter: 0; S100A4 MyoIIA: 6; FN deposition inh: -7

Results for C[C@@H]1CCCCO[C@@H](CN(C)Cc2ccncc2)[C@H](C)CN([C@@H](C)CO)C(=O)c2cc(NC(=O)NC3CCCCC3)ccc2O1 ?
EWS-Fli inh: 0; PGC1a acetyl inh: 15; ERAP1 inh: -3; LGR2 antag: 2; PglD DTNB: -2; PAX8 reporter: 38; S100A4 MyoIIA: -11; FN deposition inh: 0

How did Cc1n[nH]c(C)c1N=Nc1cc(Cl)ccc1Cl do in these assays?
PGC1a acetyl inh: 4; PglD DTNB: -1; PAX8 reporter: -5; FN deposition inh: -15

How did O=C(N[C@H]1CC[C@@H](CCNS(=O)(=O)c2ccccc2)O[C@@H]1CO)c1cnccn1 do in these assays?
EWS-Fli inh: -7; PGC1a acetyl inh: 1; ERAP1 inh: -2; LGR2 antag: 23; PglD DTNB: 0; PAX8 reporter: 9; S100A4 MyoIIA: 4

Results for CC1CCC(C(C)C)C(OC(=O)CSc2nc(N)cc(=O)[nH]2)C1 (centres undefined) ?
EWS-Fli inh: 2; PGC1a acetyl inh: -27; ERAP1 inh: -1; LGR2 antag: -5; PglD DTNB: 4; S100A4 MyoIIA: -5

Results for COc1ccccc1OCCNC(=O)c1ccc(C(C)(C)C)cc1 ?
EWS-Fli inh: -118; PGC1a acetyl inh: -7; ERAP1 inh: -2; LGR2 antag: -105; PAX8 reporter: -144; S100A4 MyoIIA: 0; FN deposition inh: 3

What do the screens show for `CC(=O)Nc1ccc(C(=O)CSc2nnnn2C2CCCC2)cc1`?
EWS-Fli inh: -15; ERAP1 inh: 2; LGR2 antag: -31; PAX8 reporter: -2; S100A4 MyoIIA: 1

What do the screens show for `C[C@@H]1CN([C@@H](C)CO)C(=O)Cc2cc(NS(=O)(=O)c3ccccc3)ccc2O[C@H]1CN(C)C(=O)Nc1cccc2ccccc12`?
EWS-Fli inh: 2; PGC1a acetyl inh: 3; ERAP1 inh: -1; LGR2 antag: -9; PglD DTNB: 1; PAX8 reporter: 3; S100A4 MyoIIA: 2

How did NC(=O)c1cc([N+](=O)[O-])ccc1NCc1cccc([N+](=O)[O-])c1 do in these assays?
EWS-Fli inh: -34; PGC1a acetyl inh: -8; ERAP1 inh: -3; LGR2 antag: -5; PglD DTNB: -3; PAX8 reporter: -4; S100A4 MyoIIA: 1; FN deposition inh: -2

How did C[C@H]1CCCCO[C@H](CN(C)C(=O)Nc2ccc(C(F)(F)F)cc2)[C@@H](C)CN([C@@H](C)CO)C(=O)c2cc(NS(=O)(=O)c3ccc(Cl)cc3)ccc2O1 do in these assays?
EWS-Fli inh: 13; PGC1a acetyl inh: 11; ERAP1 inh: -1; LGR2 antag: 8; PglD DTNB: 0; PAX8 reporter: 91*; S100A4 MyoIIA: -10

How did O=c1[nH]c(C2CCN(S(=O)(=O)/C=C/c3ccccc3)CC2)nc2c1nnn2Cc1ccc(F)cc1 do in these assays?
ERAP1 inh: 0; LGR2 antag: -5; PglD DTNB: 5; PAX8 reporter: 14; S100A4 MyoIIA: -2; FN deposition inh: -8

Results for Cc1cc(C)c(C#N)c(N2CCN(c3ccccc3)CC2)n1 ?
EWS-Fli inh: 5; PGC1a acetyl inh: 49*; ERAP1 inh: 1; LGR2 antag: 10; PglD DTNB: -6; PAX8 reporter: 19; S100A4 MyoIIA: -1; FN deposition inh: 8

Results for CCc1c(Cc2cccc(F)c2)ncn1CCc1ccccc1OC ?
EWS-Fli inh: 5; ERAP1 inh: 3; LGR2 antag: 0; PAX8 reporter: 18; S100A4 MyoIIA: 2; FN deposition inh: 11

How did CC(C(=O)NCc1ccccc1)n1c(Cc2cc(F)cc(F)c2)nc2ccccc21 (centres undefined) do in these assays?
EWS-Fli inh: 9; ERAP1 inh: -2; LGR2 antag: -2; PAX8 reporter: 13; S100A4 MyoIIA: 13; FN deposition inh: 3

How did Nc1cccc(Oc2ccc([N+](=O)[O-])cc2)c1 do in these assays?
EWS-Fli inh: 12; PGC1a acetyl inh: -2; ERAP1 inh: -2; LGR2 antag: 14; PAX8 reporter: -16; S100A4 MyoIIA: 0; FN deposition inh: 0

Results for CCN(C(=O)COC(=O)c1ccc(-n2c(C)ccc2C)cc1)c1c(N)n(Cc2ccccc2)c(=O)[nH]c1=O ?
EWS-Fli inh: -3; ERAP1 inh: 2; LGR2 antag: 4; PglD DTNB: -5; PAX8 reporter: -3; S100A4 MyoIIA: -7; FN deposition inh: 7

What do the screens show for `C[C@@H]1CN([C@@H](C)CO)C(=O)c2cc(NC(=O)NC3CCCCC3)ccc2O[C@H]1CN(C)S(=O)(=O)c1ccc(Cl)cc1`?
EWS-Fli inh: 6; PGC1a acetyl inh: 2; ERAP1 inh: -1; LGR2 antag: 14; PglD DTNB: -4; PAX8 reporter: -3; S100A4 MyoIIA: -2

How did CC(C)NS(=O)(=O)c1ccc(OCC(=O)Nc2cccc3ccccc23)cc1 do in these assays?
PGC1a acetyl inh: 22; LGR2 antag: -1; PglD DTNB: -5; FN deposition inh: -2

How did NC(=O)CC(NC(=O)c1ccc(Br)cc1)c1ccc(N2CCC(Cc3ccccc3)CC2)c([N+](=O)[O-])c1 (centres undefined) do in these assays?
EWS-Fli inh: 9; PGC1a acetyl inh: 11; ERAP1 inh: 5; LGR2 antag: 24; PglD DTNB: 5; PAX8 reporter: 11; S100A4 MyoIIA: -2; FN deposition inh: -5

How did Cc1ccc(S(=O)(=O)Nc2ccc3c(c2)C(=O)N([C@H](C)CO)C[C@H](C)[C@@H](CN(C)S(=O)(=O)c2cn(C)cn2)O3)cc1 do in these assays?
EWS-Fli inh: -8; PGC1a acetyl inh: 4; ERAP1 inh: 3; LGR2 antag: 8; PglD DTNB: 1; PAX8 reporter: -72; S100A4 MyoIIA: -6

Results for CCOC(=O)c1cc(-c2ccccc2)sc1NC(=O)CSc1nnnn1C ?
PGC1a acetyl inh: -2; LGR2 antag: 8; PglD DTNB: -1; FN deposition inh: -1

What do the screens show for `COc1ccc2oc(=O)cc(CN3CCN(Cc4ccc(OC)c(OC)c4OC)CC3)c2c1`?
EWS-Fli inh: 21; PGC1a acetyl inh: 0; ERAP1 inh: -1; LGR2 antag: 10; PglD DTNB: 8; PAX8 reporter: 0; S100A4 MyoIIA: -1; FN deposition inh: 3

What do the screens show for `O=C(O)C=C(Br)Br`?
EWS-Fli inh: 9; PGC1a acetyl inh: 0; LGR2 antag: 1; PglD DTNB: -2; S100A4 MyoIIA: 11

Results for CC(=O)N1CCSc2ccc(S(=O)(=O)NCCc3ccc(Cl)cc3)cc21 ?
PGC1a acetyl inh: 8; ERAP1 inh: 6; LGR2 antag: 10; PglD DTNB: 9; PAX8 reporter: 15; S100A4 MyoIIA: -2; FN deposition inh: 0

Results for CC1(C)CC(=O)C=C(NCCc2ccccc2)C1 ?
EWS-Fli inh: -20; PGC1a acetyl inh: -10; ERAP1 inh: -1; LGR2 antag: 4; PglD DTNB: -3; PAX8 reporter: -16; S100A4 MyoIIA: -5; FN deposition inh: 3

Results for O=C(COC(=O)c1cc(=O)[nH]c2ccccc12)Nc1ccc(Cl)c(S(=O)(=O)N2CCOCC2)c1 ?
EWS-Fli inh: 11; PGC1a acetyl inh: 3; ERAP1 inh: -5; LGR2 antag: -21; PglD DTNB: 7; PAX8 reporter: 7; S100A4 MyoIIA: -2; FN deposition inh: 7

What do the screens show for `C[C@@H]1CN([C@@H](C)CO)C(=O)Cc2cc(NC(=O)Nc3ccc(C(F)(F)F)cc3)ccc2O[C@H]1CN(C)CC1CCCCC1`?
EWS-Fli inh: 59*; PGC1a acetyl inh: -18; ERAP1 inh: 3; LGR2 antag: 4; PglD DTNB: 0; PAX8 reporter: -34; S100A4 MyoIIA: 7

How did COc1ccc(Nc2c3c(nc4ccccc24)CCC3)cc1 do in these assays?
EWS-Fli inh: 30; PGC1a acetyl inh: 1; ERAP1 inh: -3; LGR2 antag: 22; PglD DTNB: 6; PAX8 reporter: 33; S100A4 MyoIIA: -7; FN deposition inh: 5

Results for C[C@@H]1CN([C@@H](C)CO)C(=O)Cc2cc(NS(=O)(=O)c3ccccc3)ccc2O[C@H]1CN(C)Cc1ccc(Oc2ccccc2)cc1 ?
EWS-Fli inh: 32; PGC1a acetyl inh: -24; ERAP1 inh: 0; LGR2 antag: 13; PglD DTNB: 1; PAX8 reporter: 56; S100A4 MyoIIA: 16

Results for CN(CC(=O)Nc1ccc(F)c(F)c1F)C(=O)C1CCCC1 ?
EWS-Fli inh: 7; PGC1a acetyl inh: -2; ERAP1 inh: -5; LGR2 antag: 5; PglD DTNB: 4; PAX8 reporter: 6; S100A4 MyoIIA: -1; FN deposition inh: 1

What do the screens show for `COCC(=O)Nc1ccc2c(c1)[C@H]1C[C@H](CC(=O)OC)O[C@H](CO)[C@H]1O2`?
EWS-Fli inh: -8; PGC1a acetyl inh: 7; LGR2 antag: 4; PglD DTNB: 1; PAX8 reporter: -12; FN deposition inh: -9

What do the screens show for `COc1ccc(-c2cc(-c3ccc(OC)cc3)[nH]n2)cc1`?
PGC1a acetyl inh: -45; PglD DTNB: 32*; PAX8 reporter: -131; FN deposition inh: -11
